CHO-K1 Ca antag: nonselective inhibitor or artifact in parental CHO-K1 cells | ATP-induced calcium, Fluo-8 fluorescence | inhibition, % at 3 µM | 360,000 compounds, 0.6% hits | AID 602250;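 active = inhibition above a per-plate cutoff, the plate's mean sample inhibition plus 3 SD, cut at about 24% in these data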;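 also: 0% = DMSO plus EC80 ATP and 100% = DMSO alone without ATP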
OXTR potentiator: potentiators of human oxytocin receptor; P30559; CHO-OTR cells, Fluo-8 calcium fluorescence, potentiator mode; 0% = oxytocin EC15, 100% = EC100; activation, % at 3 µM; 320,000 compounds, 0.061% hits;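 active = activation above that plate's cutoff, the mean activation of tested compounds plus 3 SD, cut at about 6.6% in these data, passing the limit was not always enough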;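 also: 100% uses oxytocin at 75 nM as the full agonist control; some results filed as inactive read as strong as hits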
Target sequence (P30559 whole entry, looked up): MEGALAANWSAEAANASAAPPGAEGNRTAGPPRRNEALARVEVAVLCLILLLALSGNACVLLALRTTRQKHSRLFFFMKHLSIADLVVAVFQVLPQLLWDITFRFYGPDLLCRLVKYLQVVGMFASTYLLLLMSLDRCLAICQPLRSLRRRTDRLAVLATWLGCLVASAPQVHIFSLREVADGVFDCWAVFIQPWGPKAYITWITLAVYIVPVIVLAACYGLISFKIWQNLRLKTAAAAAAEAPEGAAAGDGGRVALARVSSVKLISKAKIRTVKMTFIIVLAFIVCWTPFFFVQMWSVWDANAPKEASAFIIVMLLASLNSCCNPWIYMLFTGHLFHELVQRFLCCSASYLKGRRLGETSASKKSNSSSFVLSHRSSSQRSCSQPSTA
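Dosing: Single dose, 3.0 µM nominal final compound concentration | Material: Human OTR in CHO cells | Technique: Kinetic Fluo-8 calcium fluorescence | Benchmarks: EC15 oxytocin alone as 0%, 75 nM oxytocin as 100% | Probe or stimulus: Oxytocin at about EC15, sub-maximal agonist stimulus | Incubation: Compound 6 min at room temperature before oxytocin, 100 s read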
CHO parental Ca: signal in parental CHO cells, OX1R antagonist counter-screen; parental CHO-K1, ATP-induced calcium, Fluo-8 fluorescence; inhibition, % at 5.6 µM; 330,000 compounds, 0.63% hits; AID 463079;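 active = inhibition above that plate's mean sample inhibition plus 3 SD, cut at about 26% in these data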;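 also: 0% = ATP-challenged DMSO wells and 100% = DMSO wells without ATP; some compounds past the cut are filed as inactive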
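Material: Parental CHO cells | Reagent: ATP | Compound dosing: Single nominal dose of 5.6 µM per compound | Detection: Intracellular calcium via Fluo-8 no-wash fluorescent dye | Read-out: % inhibition of ATP-induced calcium mobilization | Benchmarks: Low control ATP plus DMSO, high control DMSO only | Replicates: Singlicate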
M1 ag: activates human CHRM1 receptor; 360,000 compounds, 0.33% hits; AID 588814; CHO-K1 hM1, Fluo-8 calcium fluorescence, agonist mode; 0% DMSO, 100% acetylcholine EC100; activation, % at 3 µM;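 active = activation above the run's mean compound activation plus 3 SD, cut at about 16% in these data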;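 also: peak over basal fluorescence ratio within a 140 s kinetic read after compound addition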
TAAR1 antagonist: antagonists of human TAAR1. CHO RD-HGA16 TAAR1, Fluo-8 calcium fluorescence, antagonist. inhibition, % at 3 µM. 360,000 compounds, 1.5% hits. AID 624466;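 active = inhibition above a per-plate cutoff, the mean inhibition of test compounds on that plate plus 3 SD, cut at about 49% in these data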;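 also: 0% = DMSO plus EC80 beta-PEA response and 100% = DMSO alone without agonist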
Target sequence (Q96RJ0 whole entry, looked up): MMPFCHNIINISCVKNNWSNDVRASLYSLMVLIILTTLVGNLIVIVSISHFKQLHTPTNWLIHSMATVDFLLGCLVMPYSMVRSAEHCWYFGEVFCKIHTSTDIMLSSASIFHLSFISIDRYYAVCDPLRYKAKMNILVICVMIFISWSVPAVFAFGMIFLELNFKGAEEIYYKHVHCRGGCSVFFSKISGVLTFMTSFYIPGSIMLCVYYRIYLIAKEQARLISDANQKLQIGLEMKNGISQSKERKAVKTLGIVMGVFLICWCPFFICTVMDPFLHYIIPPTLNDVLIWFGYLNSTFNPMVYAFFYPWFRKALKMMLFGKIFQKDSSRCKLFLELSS
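System: CHO RD-HGA16 cells bearing hTAAR1. Reagent: EC80 β-phenethylamine stimulus. Schedule: seeding 17-24 h prior, 75-min 37 °C, 30-min RT dye loading. Signal: Fluo-8 intracellular calcium dye fluorescence, real-time kinetic reads. Read-out: % inhibition from peak post-agonist over basal fluorescence ratio. Benchmarks: vehicle wells and EC80 agonist wells. Replicates: n of 1.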
TAAR1 ag: human TAAR1 agonism; 360,000 compounds, 0.99% hits; CHO RD-HGA16 TAAR1, Fluo-8 calcium fluorescence; vehicle wells 0%, saturating PEA agonist 100%; activation, % at 3 µM; Q96RJ0;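 active = activation above the mean activation of all test compounds in the run plus 3 SD, cut at about 38% in these data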
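Signal – calcium-sensitive Fluo-8 signal, excitation 470-495, emission 515-575 nm · System – RD-HGA16 (CHO) cells co-expressing Gα16 and hTAAR1 · Incubation – 17-24 h seeding, 75 min 37 °C dye, 30 min RT · Compound dosing – 3 µM single concentration · Repeats – no replicates (n 1)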
M1 ag parental: nonselective activator or artifact in parental CHO-K1 cells | activation, % at 3 µM | Fluo-8 calcium fluorescence; scaled to maximal ATP response, vehicle zero | 360,000 compounds, 0.48% hits; in the data active = activation above about 15%;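 also: untransfected CHO-K1 host cells lacking M1 receptor as counterscreen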
V1aR counter: V1a receptor agonism, counter-screen for OXTR agonists; P37288; CHO-V1R cells, Fluo-8 calcium fluorescence, agonist mode; 0% DMSO, 100% 3 nM vasopressin; activation, % at 3 µM; 320,000 compounds, 0.25% hits; AID 2797;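 active = activation above the mean activation of all tested compounds plus 3 SD, per screening run, cut at about 20% in these data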;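 also: signal is peak over basal fluorescence ratio across a 100 second FLIPR read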
M1 PAM parental: counter-screen for M1 PAMs: effect in parental CHO-K1 cells; ATP EC20, Fluo-8 calcium fluorescence; 0% at ATP EC20, 100% at ATP max; activation, % at 3 µM; 360,000 compounds, 0.02% hits; AID 602247;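 active = activation above the run cutoff, the mean activation of all test compounds plus 3 SD, cut at about 40% in these data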;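 also: peak over basal fluorescence ratio in a 140 s read after ATP addition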
* hit, by the source's call; . = not tested or not shown.

SMILES	CHO-K1 Ca antag	OXTR potentiator	CHO parental Ca	M1 ag	TAAR1 antagonist	TAAR1 ag	M1 ag parental	V1aR counter	M1 PAM parental
O=C(NNC(=O)C1CC=CCC1)c1ccccc1Br (centres undefined)	-7	-1	2	-2	-20	11	0.5	0.3	9
CC1(C)CC(=O)C(C2C3=C(CC(C)(C)CC3=O)Oc3c(Br)cc(Br)cc32)=C(O)C1 (centres undefined)	-2	-16	-13	-1	6	25	0.6	4.3	13
COc1ccc(Cl)cc1NC(=O)Nc1cn(C)nc1C	-12	-4	-13	-3	0	6	2.4	5.0	26
CN1CCN(NC(=O)c2cc(-c3ccc(Br)s3)nc3ccccc23)CC1	-9	1	-10	-2	6	1	2.9	1.0	6
COc1cccc(CNC(=O)CSc2cc(=O)n(C)c3ccccc23)c1	-7	-7	-9	-10	-14	0	1.9	0.0	20
CC(=O)c1cccc(NC(=S)NC2CCCCC2)c1	-5	-2	0	-2	-10	3	2.1	4.4	20
COc1cccc(-c2ncc3ccccc3c2COC(=O)c2ccc(F)cc2)c1	-3	-3	-24	-14	19	5	0.6	0.5	4
Cc1nn(-c2ccccc2)c(C)c1NC(=O)COc1ccc2ccccc2c1	11	-12	29	2	39	21	11	9.2	-16
O=c1c2ccccc2c(C=Nc2cccc(O)c2)c(O)n1-c1ccc2c(c1)OCO2	2	-15	0	3	41	62*	4.0	1.6	19
CC(C)N(C(=O)Cn1cc(S(=O)(=O)CC(=O)N2CCOCC2)c2ccccc21)C(C)C	-6	-5	1	-3	-20	1	1.9	1.1	12
CCS(=O)(=O)c1nc(S(=O)(=O)c2ccc(Cl)cc2)c(N2CCN(C)CC2)s1	-19	-5	-7	-12	0	2	2.0	3.2	9
NC(=O)CSc1nnc(-c2cc(-c3cccs3)nc3ccccc23)o1	3	-15	-13	-1	43	27	0.6	4.0	7
CNc1ccc(Br)cc(C(=O)/C=C/c2ccc(Cl)cc2Cl)c1=O	17	-5	1	4	15	34	5.3	-0.3	17
CCN(CC(=O)Nc1cccc(S(=O)(=O)N2CCCC2)c1)CC(=O)Nc1ccccc1OC	-2	-7	-29	-5	2	1	2.5	2.4	26
CC(C)(C)n1nnnc1C(c1ccccc1)N1CCN(c2ncccn2)CC1 (centres undefined)	-5	.	.	.	13	2	1.0	.	7
N#CNC(=Nc1ccc(Cl)cc1)Oc1ccccc1	14	-10	-4	-3	2	7	1.2	0.6	-28
COc1cc(SC)ccc1C(=O)NCC1CCCCC1	-10	-10	0	0	-5	1	5.1	-1.2	10
COc1ccccc1-n1nnnc1SCC(=O)NC(=O)Cc1ccccc1	-14	-8	-10	-6	-3	21	1.3	3.4	15
N/C(COc1ccc(Cl)cc1)=N\NS(=O)(=O)c1ccccc1	-12	-10	-4	-2	-14	3	0.7	-0.1	13
N#CC1(C#N)[C@@H](C(=O)C23CC4CC(CC(C4)C2)C3)C12CCOCC2	7	-2	-1	-6	-10	3	0.2	0.6	-12

Filtered by structure, the compounds so far with a carbonyl joined to an NH by a bond outside any ring (9)
SMILES	CHO-K1 Ca antag	OXTR potentiator	CHO parental Ca	M1 ag	TAAR1 antagonist	TAAR1 ag	M1 ag parental	V1aR counter	M1 PAM parental
O=C(NNC(=O)C1CC=CCC1)c1ccccc1Br (centres undefined)	-7	-1	2	-2	-20	11	0.5	0.3	9
COc1ccc(Cl)cc1NC(=O)Nc1cn(C)nc1C	-12	-4	-13	-3	0	6	2.4	5.0	26
CN1CCN(NC(=O)c2cc(-c3ccc(Br)s3)nc3ccccc23)CC1	-9	1	-10	-2	6	1	2.9	1.0	6
COc1cccc(CNC(=O)CSc2cc(=O)n(C)c3ccccc23)c1	-7	-7	-9	-10	-14	0	1.9	0.0	20
Cc1nn(-c2ccccc2)c(C)c1NC(=O)COc1ccc2ccccc2c1	11	-12	29	2	39	21	11	9.2	-16
NC(=O)CSc1nnc(-c2cc(-c3cccs3)nc3ccccc23)o1	3	-15	-13	-1	43	27	0.6	4.0	7
CCN(CC(=O)Nc1cccc(S(=O)(=O)N2CCCC2)c1)CC(=O)Nc1ccccc1OC	-2	-7	-29	-5	2	1	2.5	2.4	26
COc1cc(SC)ccc1C(=O)NCC1CCCCC1	-10	-10	0	0	-5	1	5.1	-1.2	10
COc1ccccc1-n1nnnc1SCC(=O)NC(=O)Cc1ccccc1	-14	-8	-10	-6	-3	21	1.3	3.4	15

Continued.
SMILES	CHO-K1 Ca antag	OXTR potentiator	CHO parental Ca	M1 ag	TAAR1 antagonist	TAAR1 ag	M1 ag parental	V1aR counter	M1 PAM parental
CCOC(=O)C1=C(C)Nc2sc(C(=O)c3ccc(OC)cc3)c(N)c2C1c1ccc(C(=O)OC)cc1 (centres undefined)	-2	-7	-27	-7	-14	0	0.2	1.6	9
CCOC(=O)c1cc2sccc2n1CC(=O)c1ccc2c(c1)OCCO2	-11	-6	15	-12	-14	1	0.8	0.7	13
O=Cc1ccc(OCc2ccccn2)cc1	10	-5	-9	-5	16	4	-0.3	0.7	-6
COc1ccc(CCn2c(C)cc(C(=O)COC(=O)c3cnccn3)c2C)cc1	-1	-8	-1	-1	-12	11	2.8	0.1	-2
COc1ccc(-c2cc(C(F)(F)F)nc(SCC(N)=O)n2)cc1	-4	-4	-20	-9	1	1	-0.4	0.0	9
CCOC(=O)C1CCN(CCC(=O)Nc2ccc(F)cc2)CC1	-3	-3	-5	-13	-1	2	0.8	1.2	18
CCc1cc(C(=O)OC)c(NC(=O)CCCC(=O)O)s1	-1	-12	8	-1	2	9	-0.2	-0.7	14
CSc1ccc(CN2CCN(CC=C(C)C)C(CCO)C2)cc1 (centres undefined)	-15	0	-16	-8	-13	0	0.9	0.8	1
Cc1cccc(N2CCN(C(=O)COc3ccc4c(c3)CCC4)CC2)c1C	-6	-9	-32	-9	-23	1	0.2	-0.2	13
CC(C)NC(=S)NN(c1ccccc1)c1ccccc1	-10	-12	-23	-6	1	1	0.1	-1.8	14
C[C@H]1CCCCO[C@H](CN(C)Cc2ccccc2)[C@@H](C)CN([C@@H](C)CO)C(=O)c2cc(NC(=O)CCC(F)(F)F)ccc2O1	-1	.	.	-8	-13	1	-0.2	.	11
CCCc1cc(=O)[nH]c(SCC(=O)N2CCCc3ccccc32)n1	-21	1	-12	1	-31	0	-0.1	-0.4	0
C=CCc1ccccc1OCC(O)CNC(=O)c1ccccc1C(=O)O (centres undefined)	-17	-1	-19	-4	-20	0	2.0	-1.1	23
CCCCc1n[nH]c2c1C(=O)CC(C)(C)C2	-1	-15	-15	-5	-11	9	0.0	-0.7	3
O=C(CN1C(=O)NC(Cc2c[nH]c3ccccc23)C1=O)Nc1ccc(F)c(F)c1F (centres undefined)	-14	-6	-7	-2	-7	8	0.7	0.0	-1
CC(C)CCOc1ccc(-c2c(=O)n(OCc3ccc([N+](=O)[O-])cc3)c3ccccc3[n+]2[O-])cc1	-25	-5	-14	-6	8	-1	0.7	-1.0	23
CN(CCc1ccccn1)C(=O)CC1C(=O)NCCN1Cc1cccc(F)c1 (centres undefined)	-6	-3	-4	1	-6	34	0.2	0.9	-2
COc1cc(OC)cc(-c2nnc(SCc3cccnc3)o2)c1	-8	0	-16	-8	-3	7	0.1	-0.8	0
Cc1cc(C)cc(NC(=O)C2CCCN2S(=O)(=O)c2ccc3c(c2)n(C)c(=O)c(=O)n3C)c1 (centres undefined)	-5	4	-15	-12	-30	0	0.7	0.7	14
Cc1ccc(-n2cccn2)c([C@@H]2C[C@H]3CN(C)C(=O)[C@]34CCCN24)c1	-24	-9	-25	-5	-22	0	0.5	-0.8	5
COc1ccc(Cc2nnc(-c3ccccc3)o2)cc1	-15	0	-3	-1	-6	-1	2.8	1.2	11
Cc1ccccc1CS(=O)(=O)CC1(O)CCN(C(=O)c2cccc(C(F)(F)F)c2)CC1	-8	-4	-2	-3	2	6	1.1	1.4	17
CSCC(C)N1CCC(CO)(CCc2ccccc2)CC1 (centres undefined)	-7	0	-12	-8	12	0	2.1	0.6	7
O=C(O)CC(SCC(=O)Nc1ccc(Cl)c(S(=O)(=O)N2CCOCC2)c1)C(=O)O (centres undefined)	-11	0	-7	-5	-26	1	0.2	-0.5	4
COc1ccc(NC(=O)N(C)C[C@@H]2OCc3cnnn3CCCC(=O)N([C@H](C)CO)C[C@@H]2C)c(OC)c1	9	.	.	-2	-4	1	0.0	.	-2
O=C(Nc1ccc(OCc2ccccc2Cl)cc1)c1cccnc1	7	-13	2	0	34	18	4.6	6.1	1
Nc1nc(-c2ccccc2)cn1N	0	-12	-1	-4	7	11	-0.2	0.3	1
O=C(c1cccc(S(=O)(=O)N2CCOCC2)c1)N1CCCC(C(F)(F)F)C1 (centres undefined)	8	-4	-6	-2	-32	3	0.9	1.5	-13
O=S(=O)(N=C1C=CC(=NS(=O)(=O)c2ccccc2)c2ccccc21)c1ccccc1	3	.	.	-2	-4	2	1.5	.	-6
O=C(c1ccccc1)N(Cc1nc2ccccc2c(=O)[nH]1)C1CCCC1	-17	-12	-13	-6	7	6	0.7	0.2	19

Bioassay records: PubChem BioAssay, The Scripps Research Institute Molecular Screening Center
